# HP1b binding inh – HTS for Inhibitors of HP1-beta Chromodomain Interactions with Methylated Histone Tails | Potency, µM (titrated, usually from 114 µM), without a hit: top-dose activity change, negative = inhibition, actives largely listed as inhibitors | 390,000 tested, 0.56% active | AlphaScreen HP1-beta / biotin-H3K9me3 peptide binding | Chromobox protein homolog 1 (Homo sapiens), P83916; note: nearly all actives have a fitted effect of over 70% in size; inactives centre near 23
#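 Compound inhibition of the preformed complex between 50 nM HP1-beta and 50 nM biotinylated H3K9me3 peptide was read by AlphaScreen. Buffer was PBS pH 7.4 with 0.01% Tween-20. Incubations ran 30 min at room temperature, with 10 ug/mL donor/acceptor beads.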
# GLS inh – qHTS for Inhibitors of Glutaminase (GLS); Glutaminase kidney isoform, mitochondrial (Homo sapiens), O94925; GLS enzymatic activity, qHTS titration; Potency, µM (highest dose often 45.5 µM), for the others: top-dose activity change, negative = inhibition, hits mostly inhibitors; 410,000 tested, 0.21% active; note: % is set by controls: 0 for no effect and ±100 for the full control effect
#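 Read-out is an Amplex red fluorescence increase coupled through glutamate oxidase and HRP, measured before and after 30 min room-temperature incubation. hKGA is in 45 mM KH2PO4 (pH 8.2) with 0.02% Tween-20; glutamine added as 1mM solution.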
# G9a inh – qHTS Assay for Inhibitors of Histone Lysine Methyltransferase G9a. 350,000 tested, 8.8% active. AID 504332, 2011. Histone-lysine N-methyltransferase EHMT2 (Homo sapiens), Q96KQ7. G9a H3K9 monomethylation, AlphaScreen, 2 h. Potency, µM (top dose mostly 102 µM), for the others: at the highest dose activity, negative = inhibition, hits mostly inhibitors; note: % is set by controls: 0 for no effect and ±100 for the full control effect; nearly all actives have a fitted effect of over 75% in size
#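 Methyltransferase reactions run at room temperature for 2 h (20 nM enzyme, 500 nM biotin-H3K9 peptide, 20 uM SAM) after a 15 min compound preincubation; product detected by AlphaScreen beads and anti-H3K9me1 antibody.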
# JMJD2A Tudor – qHTS Assay for Inhibitors of JMJD2A-Tudor Domain; AlphaScreen JMJD2A-Tudor / H3K4me3 peptide binding; Lysine-specific demethylase 4A (Homo sapiens), O75164; 390,000 tested, 4.4% active; Potency, µM (series often up to 114 µM), for inactives: at the highest dose activity change, negative = inhibition, usual class: inhibitors; note: % is set by controls: 0 for no effect and ±100 for the full control effect; nearly all actives have a fitted effect of over 50% in size
# Pol iota inh – qHTS for Inhibitors of Polymerase Iota; DNA polymerase iota (Homo sapiens), Q9UNA4; Pol iota fluorescent replication assay, 10 min; Potency, µM (highest dose often 115 µM), for inactives: at the top dose activity, negative = inhibition, usual class: inhibitors; 390,000 tested, 1% active; AID 588590, 2011
#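 Pol iota at 10 nM preincubated 15 min with compounds at room temperature; reaction started with fluorescent substrate, 50 nM final. Fluorescence read kinetically at 0 and 10 min; buffer-only wells as negative control.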
# BLM helicase inh – qHTS Assay for Inhibitors of Bloom's syndrome helicase (BLM); RecQ-like DNA helicase BLM (Homo sapiens), P54132; recombinant BLM DNA unwinding, fluorescence dequenching; Potency, µM (series often up to 56.1 µM), inactives show top-dose activity change, negative = inhibition, most hits filed as inhibitors; 350,000 tested, 0.2% active; AID 2528, 2010;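 note: plate controls were vehicle for no effect and no enzyme for full effect; nearly all actives have a fitted effect of over 35% in size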
# Target sequence (P54132 whole entry, looked up): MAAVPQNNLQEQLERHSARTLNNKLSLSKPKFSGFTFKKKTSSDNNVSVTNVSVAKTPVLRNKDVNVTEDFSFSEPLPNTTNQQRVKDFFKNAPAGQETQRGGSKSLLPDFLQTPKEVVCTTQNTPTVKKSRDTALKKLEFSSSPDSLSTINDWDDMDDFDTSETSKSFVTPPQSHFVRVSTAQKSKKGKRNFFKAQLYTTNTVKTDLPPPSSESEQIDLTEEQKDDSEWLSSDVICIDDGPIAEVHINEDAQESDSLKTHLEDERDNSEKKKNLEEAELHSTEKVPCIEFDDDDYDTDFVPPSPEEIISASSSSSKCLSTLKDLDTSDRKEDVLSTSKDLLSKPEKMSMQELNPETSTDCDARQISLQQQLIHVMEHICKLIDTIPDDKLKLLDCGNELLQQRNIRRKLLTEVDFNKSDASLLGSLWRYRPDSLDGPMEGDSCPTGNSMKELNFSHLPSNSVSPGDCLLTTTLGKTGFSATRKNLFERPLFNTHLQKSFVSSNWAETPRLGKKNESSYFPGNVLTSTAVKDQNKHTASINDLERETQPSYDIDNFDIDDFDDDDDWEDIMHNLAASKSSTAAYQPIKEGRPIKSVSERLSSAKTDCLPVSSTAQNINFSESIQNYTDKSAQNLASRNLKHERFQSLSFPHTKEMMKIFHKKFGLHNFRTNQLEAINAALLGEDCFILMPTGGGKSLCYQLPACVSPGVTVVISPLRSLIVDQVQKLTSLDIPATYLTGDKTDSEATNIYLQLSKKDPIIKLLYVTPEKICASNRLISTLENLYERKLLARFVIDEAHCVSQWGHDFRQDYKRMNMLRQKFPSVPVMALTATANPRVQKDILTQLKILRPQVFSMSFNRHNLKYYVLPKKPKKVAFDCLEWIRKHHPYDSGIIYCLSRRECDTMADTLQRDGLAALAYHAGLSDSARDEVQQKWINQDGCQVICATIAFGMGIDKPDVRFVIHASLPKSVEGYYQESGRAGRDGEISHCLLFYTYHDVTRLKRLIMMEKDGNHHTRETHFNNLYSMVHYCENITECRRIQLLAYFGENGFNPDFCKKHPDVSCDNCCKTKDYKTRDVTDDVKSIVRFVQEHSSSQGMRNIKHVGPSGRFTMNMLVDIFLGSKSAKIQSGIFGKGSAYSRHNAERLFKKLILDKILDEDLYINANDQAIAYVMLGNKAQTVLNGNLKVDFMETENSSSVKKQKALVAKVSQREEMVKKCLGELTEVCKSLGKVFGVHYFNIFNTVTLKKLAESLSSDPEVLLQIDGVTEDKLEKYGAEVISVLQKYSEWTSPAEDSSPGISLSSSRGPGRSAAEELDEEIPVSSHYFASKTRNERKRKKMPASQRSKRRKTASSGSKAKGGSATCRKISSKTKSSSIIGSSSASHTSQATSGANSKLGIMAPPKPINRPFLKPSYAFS
# BAZ2B inh – qHTS Assay for Inhibitors of BAZ2B; 360,000 tested, 4.4% active; AID 504333, 2011; Bromodomain adjacent to zinc finger domain protein 2B (Homo sapiens), Q9UIF8; AlphaScreen BAZ2B-H3K14Ac peptide displacement; Potency, µM (top dose mostly 114 µM), for inactives: at the top dose activity change, negative = inhibition, most hits filed as inhibitors; note: % is set by controls: 0 for no effect and ±100 for the full control effect; nearly all actives have a fitted effect of over 60% in size
#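 Inhibition is scored as reduced AlphaScreen emission. The BAZ2B/b-H3(5-23)K14Ac complex (50 nM each) in PBS pH 7.4, 0.01% Tween-20 meets compound (up to 110 uM) for 30 min at RT before bead addition.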
# Tb PGK inh – qHTS Assay to Find Inhibitors of Phosphoglycerate Kinase | PGK/GAPDH coupled, Kinase-Glo luminescence, 60 min | Potency, µM (doses to about 57.5 µM), for the others: at the top dose activity change, negative = inhibition, usual class: inhibitors | 380,000 tested, 0.043% active | AID 602233, 2012; note: % is set by controls: 0 for no effect and ±100 for the full control effect; nearly all actives have a fitted effect of over 60% in size
#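 Luminescent ATP detection (Kinase-Glo Plus) follows a 60-minute room-temperature incubation, with wells lacking PGK as controls. Buffer: 100 mM TEA (pH 7.6), 5 mM MgCl2, 0.01% Tween-20. Coupling enzyme GAPDH (100 nM final) supplies unstable 1,3-BPG in-well.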
# Pin1 inh – qHTS Assay to Find Inhibitors of Pin1. 390,000 tested, 0.009% active. AID 504891, 2011. Pin1 FP peptide displacement, HiFluor488, 10 min. Peptidyl-prolyl cis-trans isomerase NIMA-interacting 1 (Homo sapiens), Q13526. Potency, µM (titrated, usually from 115 µM), for the others: at the highest dose activity, negative = inhibition, most hits filed as inhibitors; active = well fitted inhibition curve with a large enough effect in the polarisation, with a control signal flat, not every such curve was filed as active; inconclusive = small, poorly fitted or top-dose-only effect, or effect the other way, or a change in a side signal; inactive = no such curve, though single readings can be large or run the other way; the % refers to the polarisation; note: % is set by controls: 0 for no effect and ±100 for the full control effect
# An asterisk follows results filed as active; i = inactive; ? = inconclusive; . = no result given; & = joins results of further samples; ! = not active in a repeat; [ ] = dose if it differs, or a comment. Unless noted, calls come from the whole dose curve; as a rule, active = well fitted curve in the direction sought with a large enough effect; inconclusive = small, poorly fitted or top-dose-only effect, or another doubt; inactive = no such curve, though single readings can be large; an effect the other way counts as inactive or inconclusive. Potency is the fitted concentration of half-maximal effect.
SMILES,HP1b binding inh,GLS inh,G9a inh,JMJD2A Tudor,Pol iota inh,BLM helicase inh,BAZ2B inh,Tb PGK inh,Pin1 inh
COC(=O)[C@H](CCSC)NC(=O)NCCc1ccc(F)cc1,21%,-1%,4%[59 µM],-1%,-2%,-2%,3%,4%,-8%
CCc1c(O)nc(SCC(=O)NCc2ccco2)[nH]c1=O,12%,34%,4%,-26%,?,0%,-8%,-5%,-9%
Cc1ccc(-n2c(C)nn(-c3ncc(C(F)(F)F)cc3Cl)c2=O)cc1,71%[activator],5%,-2%[59 µM],-1%,-11%,-1%,-6%,-13%,-1%
CN(C)c1nc(N(C)C)c2cnn(C)c2n1,26%,-10%,.,-3%,21%,.,.,i,0%
COC(=O)c1cnn(-c2ccc(C)c(C)c2)c1-n1cccc1,21%,-2%,-8%[59 µM],-3%,7%,-12%,0%,-1%,-1%
CCCCNC(=O)C(CC)Sc1nc2ccccc2c(=O)n1Cc1ccco1 (stereo not given),41%[activator],-4%,0%[59 µM],-17%,-12%,1%,1%,-7%,-6%
Cc1cccc(OCC(=O)NS(=O)(=O)c2ccc(Br)cc2)c1,34%,4%,82%[activator],-7%,?,1%,-1%,2%,-3%
COc1ccc(C(=O)OCCN2C(=O)c3ccccc3C2=O)cc1OC,53%[activator],-3%,.,-12%,-4%,.,.,2%,-7%
C#CCOCCOCCOCCNc1nc(N2CCN(C(=O)[C@H](CCCCN)n3cc([C@@H](N)C(C)CC)nn3)CC2)nc(N2CCN(C(=O)[C@H](Cc3cc4ccccc4[nH]3)n3cc([C@@H](N)CC(C)C)nn3)CC2)n1 (stereo not given in full),-11%,4%,?,35µM*,4%,63%[activator],32µM*,13%,10%
O=C(Nc1ccn(Cc2c(F)c(F)cc(F)c2F)n1)c1ccc(COc2cc(Cl)ccc2Cl)o1,28%,-2%,12%[59 µM],-4%,-19%[58.9 µM],-4%,-2%,-8%,19%
COc1ccc(C(=O)NCc2ccc3[nH]c(C)cc3c2)cc1OC,24%,15%,35µM*,-30%,-16%,-4%,?,i,3%
CC(=O)N1CN(C2CCCC2)Cc2c1sc1c2CCCC1,24%,11%,?,-24%,23%,-2%,-1%,-5%,7%
CCn1ccc2c(OCC(=O)Nc3ccc(C)c(Cl)c3)cccc2c1=O,21%,2%,3%[59 µM],-12%,17%,-5%,-16%,10%,12%
CCCCNC(=S)N(CCN(CC)CC)Cc1cc2cc3c(cc2[nH]c1=O)OCCO3,40%,-1%,16%[59 µM],-17%,13%,3%,-9%,-2%,-1%
C=CCn1c(Cc2cccs2)nnc1SCC(=O)c1cccc(Br)c1,29%,28%,32µM*,-25%[57.1 µM],?,-5%,-7%,2%,3%
C/C(N)=C(/C#N)C(=O)CSc1nnc(Nc2cccc(C)c2)s1,-5%&-25%,41%&-8%[activator],?,79µM*!,?,-15%,?,-19%&-12%,?
COc1ccc(C)cc1NC(=O)C(OC(=O)c1ccc([N+](=O)[O-])o1)c1ccccc1 (stereo not given),?,51%[activator],?,?,-20%,-3%,?,-9%,-2%
CCn1cc2nc(SCc3c(F)cccc3Cl)n(CCc3ccccc3)c(=O)c2n1,-17%,-13%,-25%[59 µM],-25%,-7%,-12%,-17%,i,-1%
CSC1=NCCN1C(=O)c1ccc2c(c1)OCO2,62%[activator],15%,-44%,-6%,11%,1%,0%,7%,2%
CCC(=O)N1c2ccc(S(=O)(=O)N3CCN(c4cc(C)ccc4C)CC3)cc2CC1C (stereo not given),29%,4%,-5%,-5%,23%,-8%,-19%,-2%,2%
COc1ccc(C2CC(c3cccs3)=NN2c2nc(-c3ccccc3)cs2)cc1OC (stereo not given),0%,5%,?,3%,?,-1%,-4%,-8%,?
Fc1ccc(C(c2nnnn2Cc2cccs2)N2CCN(c3ccccc3)CC2)cc1 (stereo not given),24%,17%,-4%[59 µM],-32%,3%,-2%,-4%,i,36%[activator]
Cn1cc([N+](=O)[O-])c(C(=O)NCc2cc3cc(Cl)ccc3[nH]2)n1,2%,2%,21%[59 µM],2%,-13%,-7%,-29%,-5%,5%
Cc1ccc(CCNC(=O)C2CCC(=O)N2Cc2cccnc2)cc1 (stereo not given),24%,3%,-37%[12.7 µM],0%,2%,2%,-7%,-8%,1%
CC(C)CN(C(=O)c1ccc(Br)o1)C1CCS(=O)(=O)C1 (stereo not given),39%[activator],10%,?,1%,17%,.,6%,0%,0%
Cc1nc2cc(N3CCOCC3)c(NC(=O)C3CC3)cc2c(=O)n1Cc1ccccc1,11%,-20%,50µM*,?,?,-1%,?,-5%,1%
COc1ccc(NCc2nnc(SCC(=O)c3ccc(OC)cc3)o2)cc1,-26%,-1%,-44%[12.7 µM],?,?,-4%,?,1%,-5%
COC(=O)/C=C/C(=O)Nc1ccc(O)c(Cl)c1,13%,29%,40µM*,-18%,-19%,3%,?,-2%,-2%
Cc1ccc(C(=O)NC(=S)Nc2cccc3nsnc23)cc1,15%,-1%,6.3µM*,-4%,-65%,-17%,-34%,-3%,1%
CC(C)[C@H](NC(=O)N1c2ccccc2NC(=O)[C@@H]1C(C)C)C(=O)N[C@H](Cc1ccccc1)C(=O)O,32%,-10%,6%[12.7 µM],-3%,-17%,-2%,-16%,0%,-11%
O=C(COC(=O)c1ccc(O)cc1O)NC1CCS(=O)(=O)C1 (stereo not given),23%,2%,-2%[12.7 µM],4%,29%,-4%,2%,-5%,-4%
O=C(Cn1nc(Cl)nc1Cl)c1cc2ccccc2oc1=O,5%,18%,-43%[59 µM],-22%,37%[activator],-6%,.,6%,-14%
Cc1ccc(-n2c(C)cc(C(=O)Cn3nc(C(=O)O)c4ccccc4c3=O)c2C)cc1,-20%,-15%,79µM*,?,41%[activator],-6%,-10%,-2%,24%
CC1(C)CC(=O)C2=C(C1)OC(/N=C/N1CCCC1)=C(C#N)C2c1ccccc1 (stereo not given),23%,20%,-3%,-10%,49%[activator],-1%,-14%,-9%,-5%
CC(/C=N/NC(=O)c1cc(-c2cccnc2)nc2c1c(C)nn2-c1ccccc1)=C\c1ccccc1,13%,4%,-12%,-19%,16%,-2%,-2%,3%,6%
Cc1cc(N2CCC(C)CC2)nc2ccc(NC(=O)Cc3ccccc3Br)cc12,6%,19%,-19%[59 µM],-4%,?,-5%,-21%,-6%,13%
CCn1c(=O)c(=O)n(CC)c2cc(N3CCCCC3)c(NC(=O)c3ccc(OC)c(OC)c3)cc21,6%,-1%,-22%[59 µM],-23%,-30%,0%,-14%,-9%,-12%
Cc1nc(SCC(=O)N(C)Cc2ccco2)c2c(C)c(C)sc2n1,24%,3%,50µM*,-28%[57.1 µM],3%,2%,-26%,-3%,?
Cc1ccc(N(CC(=O)NCCc2ccccc2)C(=O)CCC(=O)Nc2cc(C)ccn2)cc1,28%,8%,-1%,8%,128%[activator],-1%,-1%,-3%,1%
O=C(CSc1nnc(CNC(=O)c2ccccc2F)o1)Nc1ccc2c(c1)OCCO2,17%,11%,24%[12.7 µM],-10%,0%,1%,0%,i,1%

# Structures listed so far printed as active in BAZ2B inh.
SMILES,HP1b binding inh,GLS inh,G9a inh,JMJD2A Tudor,Pol iota inh,BLM helicase inh,BAZ2B inh,Tb PGK inh,Pin1 inh
C#CCOCCOCCOCCNc1nc(N2CCN(C(=O)[C@H](CCCCN)n3cc([C@@H](N)C(C)CC)nn3)CC2)nc(N2CCN(C(=O)[C@H](Cc3cc4ccccc4[nH]3)n3cc([C@@H](N)CC(C)C)nn3)CC2)n1 (stereo not given in full),-11%,4%,?,35µM*,4%,63%[activator],32µM*,13%,10%

# The results go on.
SMILES,HP1b binding inh,GLS inh,G9a inh,JMJD2A Tudor,Pol iota inh,BLM helicase inh,BAZ2B inh,Tb PGK inh,Pin1 inh
CC1CCCN(C(=O)CSc2cnc3ccccc3n2)C1 (stereo not given),23%,-5%,-8%[59 µM],-6%,27%,-1%,-2%,-3%,0%
Cc1ccc(NC(=O)/C(=C/c2ccncc2)NC(=O)c2ccccc2)cc1,4%,0%,-3%[59 µM],-13%,184%[activator],1%,-28%,-7%,-6%
CCOc1ccc(NC2=NC(C)(C)N=C(N)N2)cc1,14%,19%,7%[2.33 µM],?,-8%,1%,-3%,i,1%
Cc1cc(=O)oc2c(C)c(OC(C)C(=O)Nc3ccc(N4CCC(C)CC4)cc3)ccc12 (stereo not given),44%[activator],-5%,-6%,-22%,17%,-4%,-23%,-1%,-2%
Cc1ccc(N2C(=O)CC(C)CC2=O)cc1,2%,8%,-1%,-8%,154%[activator],-2%,2%,-22%,1%
CCN1CCCC(OC(=O)c2cc(-c3ccccc3Cl)nc3ccccc23)C1 (stereo not given),19%,1%,?,-26%,9%,-4%,?,-7%,-1%
O=C(Nc1ccc(Cl)cn1)c1ccc2nccnc2c1,40%[activator],-6%,8%,-21%,46%[activator],-5%,-3%,-3%,19%
O=C(Cn1ccc(=O)[nH]c1=O)Nc1ccc(C(=O)O)c(O)c1,40%[activator],-7%,?,-1%,4%,-5%,-11%,i,-1%
C=CCOC(=O)/C(=C\c1ccccc1)NC(=O)c1ccc(C)cc1,36%,-3%,31%,-2%,29%,-4%,-14%,-10%,1%
COc1ccc(-n2cnc3cc(C(=O)NC4CCCC4)ccc32)cc1,31%&10%,-8%&1%,-43%,-18%&-1%,-15%&-1%,-2%&1%,-2%&3%,7%,6%&6%
Cc1cc(NC(=O)c2ccc3c(c2)C(=O)N(Cc2ccccc2)C3=O)no1,27%,1%,4%[59 µM],-4%,78%[activator],0%,-3%,-2%,-12%

# A portion of the library (hit frequency here may not be typical).
